FBPA Giardia inh: qHTS Assay for Inhibitors of Fructose-1,6-bisphosphate Aldolase from Giardia Lamblia; A8B2U2; purified Giardia FBPA; Potency, µM (top dose mostly 59.6 µM), for the others: top-dose activity, negative = inhibition, actives largely listed as inhibitors; 290,000 tested, 0.71% active; note: potency is the fitted concentration of half-maximal effect; nearly all actives have a fitted effect of over 55% in size
Target sequence (A8B2U2 whole entry, looked up): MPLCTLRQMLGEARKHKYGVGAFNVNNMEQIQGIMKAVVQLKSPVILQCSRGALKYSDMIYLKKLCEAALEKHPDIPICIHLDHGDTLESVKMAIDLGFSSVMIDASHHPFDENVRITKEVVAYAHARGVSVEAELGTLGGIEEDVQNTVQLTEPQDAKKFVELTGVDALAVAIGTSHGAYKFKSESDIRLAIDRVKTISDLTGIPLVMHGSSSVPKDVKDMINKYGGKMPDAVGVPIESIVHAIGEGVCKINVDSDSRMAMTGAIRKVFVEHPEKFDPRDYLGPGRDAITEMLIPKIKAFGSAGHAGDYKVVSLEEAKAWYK
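Giardia FBPA (40 nM reagent) was preincubated 10 min at RT with compound (up to 57.5 uM final), then substrate plus GAPDH/TPI/NAD/arsenate coupling system with diaphorase/resazurin was added; resorufin fluorescence (525/598 nm) was read after 20 min.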
AMA1-RON2 inh: qHTS for Inhibitors of AMA1-RON; Towards Development of Antimalarial Drug Lead: Primary Screen | 360,000 tested, 0.2% active | AlphaScreen AMA1-biotinylated RON2 peptide binding | Potency, µM (highest dose often 58.2 µM), without a hit: at the top dose activity change, negative = inhibition, most hits filed as inhibitors | Plasmodium falciparum AMA1 (3D7) - RON2 peptide interaction;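 note: potency is the fitted concentration of half-maximal effect; 0% = vehicle wells and -100% = peptide control; nearly all actives have a fitted effect of over 45% in size; some results filed as inactive show a strong effect at the top dose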
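AMA1 (3D7) with his tag at 25 nM final met compounds first, then biotinylated RON2 peptide at 25 nM; detection used donor plus acceptor beads, 10 µg/mL apiece, read by AlphaScreen after 30 min at room temperature.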
HCMV antiviral: qHTS Assay for inhibitors of the human cytomegalovirus (HCMV) | activity change, negative = inhibition, % at 57.5 µM | AID 1259415, 2018 | 410,000 tested, 4.5% active | HFF cells, HCMV-luciferase reporter, 72 h; stronger effect = lower value; in the data active = activity change below about -60%; inconclusive = no clear call, values can overlap the other calls; inactive = above about -39%
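HFF cells seeded 16 h at 37C, treated with compounds, infected with luciferase-reporter HCMV at MOI 1 PFU/cell; luciferase read at 72 h post infection, normalized to buffer-only and Salinomycin controls.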
HCV inhibitor: qHTS Assay for Inhibitors of Hepatitis C Virus (HCV); 340,000 tested, 3.4% active; Huh7.5.1 HCVcc-Cre infection, luciferase reporter, 44 h; Potency, µM (titrated, usually from 41.8 µM), for inactives: at the highest dose activity change, negative = inhibition, usual class: inhibitors; note: potency is the fitted concentration of half-maximal effect
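HCVcc-Cre virus at an moi near 0.5 was added right after compound to cells cultured 4 h from seeding (1,000 cells/well). Luciferase activity was determined 44 h later, 15 min after substrate addition at RT.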
Sm TGR inh: qHTS Assay for the Inhibitors of Schistosoma Mansoni Peroxiredoxins; purified TGR, DTNB reduction, TNB absorbance 405 nm; 360,000 tested, 3% active; Potency, µM (doses to about 114 µM), for inactives: top-dose activity change, negative = inhibition, most hits filed as inhibitors; Schistosoma mansoni thioredoxin glutathione reductase (TGR), Q962Y6; note: potency is the fitted concentration of half-maximal effect; nearly all actives have a fitted effect of over 60% in size
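Kinetic colorimetric format: TGR-catalysed, NADPH-driven DTNB reduction monitored via TNB absorbance. Enzyme dispensed at 20 nM; compound exposure 15 min at room temperature before reaction start.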
AmpC detergent: qHTS Inhibitors of AmpC Beta-Lactamase (assay with detergent) | AmpC hydrolysis of nitrocefin, absorbance 480 nm, 0.01% Triton | Potency, µM (highest dose often 114 µM), for the others: top-dose activity change, negative = inhibition, hits mostly inhibitors | 370,000 tested, 0.041% active;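 note: potency is the fitted concentration of half-maximal effect; 0% = no-compound wells and -100% = no-enzyme wells; nearly all actives have a fitted effect of over 25% in size; some results filed as inactive show a strong effect at the top dose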
Target sequence (P00811 whole entry, looked up): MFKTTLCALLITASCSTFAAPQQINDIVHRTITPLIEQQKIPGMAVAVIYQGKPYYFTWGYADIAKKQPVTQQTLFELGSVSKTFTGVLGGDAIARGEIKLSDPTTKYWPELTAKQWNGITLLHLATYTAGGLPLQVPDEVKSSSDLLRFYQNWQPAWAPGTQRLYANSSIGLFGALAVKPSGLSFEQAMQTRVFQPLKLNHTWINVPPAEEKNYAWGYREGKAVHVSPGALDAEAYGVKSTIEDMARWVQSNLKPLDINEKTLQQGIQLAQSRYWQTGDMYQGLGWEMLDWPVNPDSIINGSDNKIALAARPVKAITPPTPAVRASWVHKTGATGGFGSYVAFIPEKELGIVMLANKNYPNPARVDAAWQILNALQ
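20 mM phosphate pH 7.0 + 0.01% (detergent screen) or 0.0001% Triton X-100; 5.3 nM AmpC reagent; cpd preinc 15 min RT; nitrocefin (800 uM stock) to start; A480 q20 s × 4 min; Activity was normalised to no-enzyme and no-compound control wells.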
* marks the source's active call; other numbers are inactive results; ? = inconclusive; . = not tested or not shown; & = joins results of further samples; [ ] = dose if it differs, or a comment. Unless noted, calls come from the whole dose curve; as a rule, active = well fitted curve in the direction sought with a large enough effect; inconclusive = small, poorly fitted or top-dose-only effect, or another doubt; inactive = no such curve, though single readings can be large; an effect the other way counts as inactive or inconclusive. Unless noted, % is set by controls: 0 for no effect and ±100 for the full control effect.

SMILES | FBPA Giardia inh | AMA1-RON2 inh | HCMV antiviral | HCV inhibitor | Sm TGR inh | AmpC detergent
Cc1cc(OCCN2CCOCC2)ccc1Cl | ? | 5.9% | 14.8 | 6.5% | -13.1% | -11.8%
Cc1ccc(N/C=C/C(=O)c2cccs2)cc1C | -8.7% | 0.2% | 47.4 | ? | -11.2% | -9.9%
CCN(CC)S(=O)(=O)c1ccc(N2CCOCC2)c(NC(=O)CNCCc2ccccc2)c1 | ? | 10.4% | -34.7 | -4.8% | 9.7% | 4.8%
O=C(Nc1ccc(-n2nncc2-c2ccccc2)cc1)c1cccc(F)c1 | . | . | 6.0 | . | -13.7% | -4.8%
O=C(COc1ccccc1Cl)N1CCN(c2ccc([N+](=O)[O-])c(N3CCCCC3)c2)CC1 | -1.1% | -7.3% | -4.4 | ? | 0.3% | -3.5%
Cc1ccc(C)c(S(=O)(=O)/N=C(/Nc2ccccc2)c2ccccc2)c1 | . | 4.3% | -21.2 | ? | . | .
Cc1cccn2c(CN3CCSCC3)c(C(=O)N3CCOCC3)nc12 | 0.3% | 7.7% | -34.1 | 2.9% | 1.4% | 15.1%
Cc1ccc(N(C(=O)c2ccco2)C(C(=O)NC2CCCC2)c2cccnc2)cc1C (stereo unspecified) | . | 9.4% | -10.8 | 0.0% | 2.7% | 2.2%
CN(C(=O)c1ccc(NC(=O)Cc2ccc(NC(=O)C3CCCN(C(=O)C4CCC4)C3)cc2)cc1)C1CC1 (stereo unspecified) | . | -7.5% | 13.1 | 30.2%[activator] | 5.5% | -0.1%
CN1/C(=C\C(=O)Nc2ccc(Br)cc2)C(C)(C)c2ccccc21 | 1.5% | -2.8% | 9.2 | -32.6% | 0.0% | ?
CCOC(=O)N1CCC(=NNc2ccnc3cc(Cl)ccc23)CC1 | -1.2% | -3.6% | -22.8 | ? | ? | -6.3%
O=C(CN1CCN(c2ccc(F)cc2)CC1)OCc1ccccc1 | -1.8% | 4.9% | -4.7 | 7.3% | 4.5% | -1.9%
CN(Cc1ccccn1)C(=O)C1CCC(=O)N(Cc2cccc(F)c2)C1 (stereo unspecified) | . | -12.2% | 0.0 | -28.4% | -15.6% | -6.8%
COc1ccc(C)cc1-n1c(SCC(=O)Nc2cccc(C(=O)O)c2)nc2ccccc2c1=O | 22.2% | 11.3% | 0.0 | 20.0% | 0.3% | 4.1%
CCC1CC2CC(NC(C)=O)C1C2 (stereo unspecified) | -1.8% | -1.8% | 2.7 | 6.4% | 23.7% | ?
O=C(c1ccco1)N1CCN(c2cc(N3CCOCC3)c(F)cc2[N+](=O)[O-])CC1 | -0.1% | -12.1% | -102.8* | -12.7% | . | -2.6%
COCCOc1cc(N)c(Cl)cc1Cl | 0.1% | 1.8% | -23.4 | 5.1% | 1.0% | 5.0%
CC1CCC(NC(=O)CNC(=O)c2cccs2)CC1 (stereo unspecified) | . | 0.0% | 88.5 | 16.2% | 6.8% | 7.0%
COc1ccc(C(=O)NCC(c2cccnc2)N2CCN(c3ccccc3OC)CC2)cc1OC (stereo unspecified) | 3.9% | 2.9% | 13.7 | ? | -4.8% | ?
O=C(c1c[nH]c2ccccc2c1=O)N1CCCCCC1 | -0.3% | 7.1% | 45.5 | 22.4% | . | 4.7%
O=C(NCCNC(=O)c1ccc(F)cc1)c1ccc(F)cc1 | . | -4.7% | 2.9 | 18.3% | . | .
CS(=O)(=O)N(CC(=O)N1CCN(c2ccccc2F)CC1)C1CCCCC1 | 6.0% | -2.2% | ? | -0.8% | 0.0% | ?
COc1ccc(C(=O)Nc2ccc3nc(SCC(=O)N4CCc5ccccc54)sc3c2)cc1 | . | . | -9.4 | . | -0.7% | 2.6%
CC(C)c1ccc(-c2csc3ncnc(N4CCN(C)CC4)c23)cc1 | 7.3% | -11.2% | ? | ? | -0.2% | -6.7%
CS(=O)(=O)Nc1ccccc1C(=O)Nc1cc2c(cc1C(=O)O)OCCCO2 | -4.8% | -7.6% | -2.5 | 16.8% | -5.6% | -4.3%

Single records, as listed above. Order of values: FBPA Giardia inh, AMA1-RON2 inh, HCMV antiviral, HCV inhibitor, Sm TGR inh, AmpC detergent
`CCOC(=O)N1CCC(=NNc2ccnc3cc(Cl)ccc23)CC1` is entered as -1.2%, -3.6%, -22.8, ?, ?, -6.3%
`COc1ccc(C)cc1-n1c(SCC(=O)Nc2cccc(C(=O)O)c2)nc2ccccc2c1=O` is entered as 22.2%, 11.3%, 0.0, 20.0%, 0.3%, 4.1%

Going on with the list:
SMILES | FBPA Giardia inh | AMA1-RON2 inh | HCMV antiviral | HCV inhibitor | Sm TGR inh | AmpC detergent
Cn1c(SCc2ccccc2F)nnc1-c1ccccn1 | -0.5% | -8.4% | ? | 9.6% | 7.9% | -0.9%
CCCCCCCCNC1=CC(=O)CC(C)(C)C1 | 7.8% | -17.9% | 8.6 | 11.6% | 1.0% | -0.2%
N#Cc1ccc(CSc2ccc(S(=O)(=O)N3CCCCCC3)cn2)cc1 | . | 13.1% | ? | ? | 6.1% | ?
COc1ccccc1C(=O)NCCn1cc(SCC(=O)NCc2ccco2)c2ccccc21 | 6.6% | -4.7% | . | -7.4% | -35.4% | ?
COc1ccc2c(COC(=O)CNS(=O)(=O)c3ccc(C)c(C)c3)cc(=O)oc2c1 | . | -11.0% | 0.0 | 1.8% | -21.8% | -16.7%
COc1ccccc1C(=O)O/N=C1/CCCc2c1ccc(OC)c2[N+](=O)[O-] | -7.7% | 0.5% | 28.7 | 1.3% | -8.5% | -3.7%
Cc1ccc(-c2cc(C(=O)N(C)Cc3cnn(C)c3C)c3cc(Br)ccc3n2)cc1 | -0.8% | -1.4% | 5.7 | ? | -6.2% | ?
CC(C)n1c(=O)c(C=Nc2ccc(F)cc2)c(O)n(Cc2ccco2)c1=O | 3.1% | 2.0% | ? | 2.9% | 3.3% | -0.9%
CS(=O)(=O)N(CC(=O)N1CCN(c2ccccc2)CC1)c1cc(C(F)(F)F)ccc1Cl | -1.6% | 11.8% | 33.4 | 6.7%&14.5% | -2.7% | 0.3%
CCC(=O)N1CCc2cc(S(=O)(=O)NC(Cc3ccccc3)C(=O)NCc3ccccc3)ccc21 (stereo unspecified) | . | . | -22.7 | . | 0.7% | 0.0%
Cc1cc(NC(=O)/C(C#N)=C/c2ccco2)n(-c2ccccc2)n1 | 0.5% | 13.3% | -37.6 | -1.3% | -16.4% | -1.4%
CCC1CN(C(=O)N2CCC(C(=O)NCCc3ccc(C)cc3)CC2)c2ccccc2O1 (stereo unspecified) | . | . | 30.1 | . | -1.0% | 2.4%
FC(F)(F)c1cc(-c2cccs2)nc2cc(-c3ccccc3)nn12 | 3.9% | 64.6%[activator] | -0.4 | -20.7% | 2.1% | -4.6%
CC(=O)Oc1ccc(-c2ccc(C(=O)NCCc3ccc(S(N)(=O)=O)cc3)cc2)cc1 | 3.9% | 6.9% | -0.9 | 5.9% | 0.7% | -13.9%
CCN(CC)C(=O)Cn1cc(C(=O)C(=O)N2CCc3ccccc32)c2ccccc21 | 0.4% | 4.7% | -13.4 | -11.9% | 4.8% | 0.9%
COc1cc2c(cc1NC(=O)CSc1nc3ccc(C)cc3[nH]1)oc1ccccc12 | -2.3% | . | . | -18.4% | -14.4% | -1.0%
Cc1ccc(O)c(CNc2nc3ccccc3n2C)c1 | 3.5% | 27.1% | 61.9 | -20.7% | -9.3% | -6.2%
COc1ccc2oc(C)c(C(=O)c3ccc(C)cc3)c2c1 | 0.3% | 13.8% | 3.4 | -21.1% | -24.8% | -8.7%
C=C(CC1CC(O)[C@]2(C)OC3CC4OC5C[C@]6(C)O[C@]7(C)CCC8OC9C[C@]%10(C)OC%11C(C)=CC(=O)OC%11CC%10OC9C[C@@H](C)C8OC7CC6O[C@]5(C)C/C=C\C4OC3CC2O1)C(=O)O (stereo partly specified) | -2.3% | -5.7% | 3.8 | 4.9% | -17.1% | 4.8%
C#CCNC(=O)C1=C[C@@H](c2csc3ccccc23)C[C@@H](OCc2ccc(CO)cc2)O1 | -5.0% | -12.8% | -17.0 | -24.4% | -21.4% | 4.2%
CCOC(=O)c1c(C)[nH]c(C)c1C(=O)CSc1nc2ccccc2c(=O)n1-c1ccc(Cl)cc1 | -6.6% | -14.0% | ? | ? | 2.2% | -4.2%
Cc1c(NC(=O)C(C)N2C(=O)C3CCCCC3C2=O)c(=O)n(-c2ccccc2)n1C (stereo unspecified) | 2.3% | 0.7% | -36.0 | 20.5% | 1.2% | 2.7%
COc1ccc(OCc2cc(C(=O)N3C[C@@H](C)O[C@@H](C)C3)no2)c(Cl)c1 | . | -2.5% | 65.8 | -31.6% | 0.0% | -3.8%
CSc1nnc([C@@H](NC(=O)OC(C)(C)C)C(C)C)o1 | 16.2% | 4.3% | 42.2 | 4.7% | -0.3% | -3.6%
CCCCCn1c(CCCNC(=O)CC)nc2ccccc21 | -3.7% | -3.1% | -3.4 | ? | 3.2% | -6.4%

Some of the entries above in a different format:
Each structure is followed by: FBPA Giardia inh, AMA1-RON2 inh, HCMV antiviral, HCV inhibitor, Sm TGR inh, AmpC detergent
COc1ccc2oc(C)c(C(=O)c3ccc(C)cc3)c2c1
  0.3%, 13.8%, 3.4, -21.1%, -24.8%, -8.7%
C=C(CC1CC(O)[C@]2(C)OC3CC4OC5C[C@]6(C)O[C@]7(C)CCC8OC9C[C@]%10(C)OC%11C(C)=CC(=O)OC%11CC%10OC9C[C@@H](C)C8OC7CC6O[C@]5(C)C/C=C\C4OC3CC2O1)C(=O)O (stereo partly specified)
  -2.3%, -5.7%, 3.8, 4.9%, -17.1%, 4.8%
C#CCNC(=O)C1=C[C@@H](c2csc3ccccc23)C[C@@H](OCc2ccc(CO)cc2)O1
  -5.0%, -12.8%, -17.0, -24.4%, -21.4%, 4.2%
CCOC(=O)c1c(C)[nH]c(C)c1C(=O)CSc1nc2ccccc2c(=O)n1-c1ccc(Cl)cc1
  -6.6%, -14.0%, ?, ?, 2.2%, -4.2%

Following part
SMILES | FBPA Giardia inh | AMA1-RON2 inh | HCMV antiviral | HCV inhibitor | Sm TGR inh | AmpC detergent
COC(=O)c1ccc2[nH]c(C)cc(=O)c2c1 | 10.0% | -17.2% | 16.2 | 8.8% | 2.8% | -11.9%
CN(C)c1ccc(/C=C(\C#N)C(=O)c2ccccc2)cc1 | 2.5% | 10.0% | -62.9* | 9.3% | 0.0% | 1.5%
CNc1ccccc1NC(=O)C1CCCN1C(=O)OCc1ccccc1 (stereo unspecified) | . | 2.3% | 3.9 | -11.3% | -4.6% | -0.3%
COc1ccc(C2=NC(=O)NC2c2ccc(OC)cc2)cc1 (stereo unspecified) | -0.2% | -6.0% | 0.0 | 21.0% | -9.2% | 2.8%
Cc1ccc(-c2ccc(/C=N\NC(=O)c3cc4c(ccc5ccccc54)o3)o2)cc1[N+](=O)[O-] | 2.8% | -6.1% | -95.0* | ? | -1.7% | -6.4%
COc1ccc(S(=O)(=O)N2CCOCC2)cc1NC(=O)CSc1nc(C)c(C)c(C)n1 | . | 17.1% | 19.2 | -21.9% | . | .
CCCCCOC(=O)C1=C(C)N(C)C(=O)NC1c1cc(Br)c(O)c(OC)c1 (stereo unspecified) | -10.5% | -0.1% | -0.5 | -10.9%&1.4% | -7.3% | 2.8%
